# Source: PubChem (The Scripps Research Institute Molecular Screening Center)
# CHO-K1 Ca PAM: nonselective activator or artifact in parental CHO-K1 calcium assay. ATP EC20, Fluo-8 calcium fluorescence; 0% at ATP EC20, 100% at ATP max. activation, % at 3 µM. 360,000 tested, 0.02% active;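 active means activation above the run cutoff, the mean activation of all test compounds plus 3 SD, cut at about 40% in these data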;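 further: peak over basal fluorescence ratio in a 140 s read after ATP addition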
# CHO-K1 Ca antag: M1 antagonist counterscreen hit in parental CHO-K1 cells; ATP-induced calcium, Fluo-8 fluorescence; inhibition, % at 3 µM; 360,000 tested, 0.6% active; AID 602250;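 active means inhibition above a per-plate cutoff, the plate's mean sample inhibition plus 3 SD, cut at about 24% in these data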;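 further: 0% = DMSO plus EC80 ATP and 100% = DMSO alone without ATP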
# TAAR1 antagonist: human TAAR1 antagonism | Q96RJ0 | CHO RD-HGA16 TAAR1, Fluo-8 calcium fluorescence, antagonist | inhibition, % at 3 µM | 360,000 tested, 1.5% active | AID 624466;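 active means inhibition above a per-plate cutoff, the mean inhibition of test compounds on that plate plus 3 SD, cut at about 49% in these data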;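 further: 0% = DMSO plus EC80 beta-PEA response and 100% = DMSO alone without agonist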
# Target sequence (Q96RJ0 whole entry, looked up): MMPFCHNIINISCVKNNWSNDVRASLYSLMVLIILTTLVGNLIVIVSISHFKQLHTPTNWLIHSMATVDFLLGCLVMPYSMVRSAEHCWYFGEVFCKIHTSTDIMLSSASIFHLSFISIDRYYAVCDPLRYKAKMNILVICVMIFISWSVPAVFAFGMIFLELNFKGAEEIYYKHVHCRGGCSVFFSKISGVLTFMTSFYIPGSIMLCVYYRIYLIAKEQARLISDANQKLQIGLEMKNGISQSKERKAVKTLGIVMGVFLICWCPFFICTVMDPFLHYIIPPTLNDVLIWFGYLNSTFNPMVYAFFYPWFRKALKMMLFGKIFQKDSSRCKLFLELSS
#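 Test system – hTAAR1-expressing CHO RD-HGA16 cells, Gα16-coupled · Also added – β-PEA at EC80 concentration, post-compound challenge · Compound – 3 µM, single point · Incubation – dye loading 75 min at 37 °C, then 30 min room temperature · Measured by – Fluo-8 intracellular calcium dye fluorescence, real-time kinetic reads · Benchmarks – vehicle and agonist controls · Replicates – singlicate, one well per test compound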
# M1 ag: agonists of human M1 muscarinic receptor | 360,000 tested, 0.33% active | activation, % at 3 µM | P11229 | AID 588814 | CHO-K1 hM1, Fluo-8 calcium fluorescence, agonist mode; 0% DMSO, 100% acetylcholine EC100;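 active means activation above the run's mean compound activation plus 3 SD, cut at about 16% in these data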;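 further: peak over basal fluorescence ratio within a 140 s kinetic read after compound addition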
# CHRM1 antagonist: antagonists of human M1 muscarinic receptor; inhibition, % at 3 µM; P11229; CHO-K1 hM1, Fluo-8 calcium fluorescence, ACh EC80 antagonist; 360,000 tested, 1.3% active;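 active means percent inhibition above its own plate's cutoff, namely the mean of that plate's compound wells plus 3 SD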;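 further: peak over basal fluorescence ratio during 140 s after agonist addition; 0% = ACh EC80 plus DMSO and 100% = DMSO alone without agonist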
# OXTR potentiate: human OXTR potentiation | P30559 | CHO-OTR cells, Fluo-8 calcium fluorescence, potentiator mode; 0% = oxytocin EC15, 100% = EC100 | activation, % at 3 µM | 320,000 tested, 0.061% active;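 active means activation above that plate's cutoff, the mean activation of tested compounds plus 3 SD, cut at about 6.6% in these data, passing the limit was not always enough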;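 further: 100% uses oxytocin at 75 nM as the full agonist control; some results filed as inactive read as strong as hits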
# Target sequence (P30559 whole entry, looked up): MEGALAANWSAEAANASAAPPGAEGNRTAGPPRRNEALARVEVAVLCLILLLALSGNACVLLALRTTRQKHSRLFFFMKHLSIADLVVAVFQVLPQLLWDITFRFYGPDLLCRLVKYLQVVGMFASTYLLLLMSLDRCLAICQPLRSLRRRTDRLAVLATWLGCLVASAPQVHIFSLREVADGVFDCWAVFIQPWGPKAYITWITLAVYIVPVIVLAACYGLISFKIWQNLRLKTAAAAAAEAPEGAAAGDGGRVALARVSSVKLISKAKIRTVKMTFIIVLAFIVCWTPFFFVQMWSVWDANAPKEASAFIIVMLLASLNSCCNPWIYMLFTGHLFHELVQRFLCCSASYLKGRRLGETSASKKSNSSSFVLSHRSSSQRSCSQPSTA
#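 System: human OTR in CHO cells; Also added: sub-maximal oxytocin, roughly EC15; Timing: compound 6 min at room temperature before oxytocin, 100 s read; Technique: Fluo-8 intracellular calcium fluorescence, ex 470-495, em 515-575 nm; Controls: oxytocin EC15 low and EC100 high; Replication: singlicate.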
# CHO-K1 Ca ag: nonselective activator or artifact in parental CHO-K1 cells; Fluo-8 calcium fluorescence; scaled to maximal ATP response, vehicle zero; activation, % at 3 µM; 360,000 tested, 0.48% active; in the data active means activation above about 15%;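 further: untransfected CHO-K1 host cells lacking M1 receptor as counterscreen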
# TAAR1 agonist: agonists of human TAAR1. Q96RJ0. CHO RD-HGA16 TAAR1, Fluo-8 calcium fluorescence; vehicle wells 0%, saturating PEA agonist 100%. activation, % at 3 µM. 360,000 tested, 0.99% active;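 active means activation above the mean activation of all test compounds in the run plus 3 SD, cut at about 38% in these data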
#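 Assay system – CHO-derived RD-HGA16 cells with stable Gα16 and human TAAR1 · Compound dosing – one-point dosing at 3 µM (nominal) · Incubation – 17-24 h seeding, 75 min 37 °C dye, 30 min RT · Measured by – kinetic Fluo-8 calcium fluorescence · Control set – DMSO vehicle as 0%, PEA at EC100 as 100% · Repeats – single well for each compound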
# CHO parental Ca: counter-screen for OX1R antagonists: effect in parental CHO cells | AID 463079 | inhibition, % at 5.6 µM | parental CHO-K1, ATP-induced calcium, Fluo-8 fluorescence | 330,000 tested, 0.63% active;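 active means inhibition above that plate's mean sample inhibition plus 3 SD, cut at about 26% in these data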;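 further: 0% = ATP-challenged DMSO wells and 100% = DMSO wells without ATP; some compounds past the cut are filed as inactive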
#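 Material – parental CHO cells · Reagent – ATP stimulus · Compound – single nominal dose of 5.6 µM per compound · Detection – Fluo-8 fluorescence · Read-out basis – percent inhibition of calcium signal · Controls – ATP-challenged DMSO wells low, unchallenged DMSO wells high · Repeats – no replicates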
# Active calls of the source: *; . = no result given.
No.	structure	CHO-K1 Ca PAM	CHO-K1 Ca antag	TAAR1 antagonist	M1 ag	CHRM1 antagonist	OXTR potentiate	CHO-K1 Ca ag	TAAR1 agonist	CHO parental Ca
1	CCCC(=O)c1cc2cc(Cl)ccc2oc1=O	13	-12	-3	-1	11	-7	0.3	2	-10
2	COc1ccc(NC(=O)CNS(=O)(=O)c2ccc(Cl)cc2)cc1	12	-4	9	-2	-16	-6	1.3	0	1
3	O=C(COc1ccc(Br)cc1Br)NC(=S)N1CCCc2ccccc21	3	-13	.	-1	-3	2	0.3	.	-5
4	O=[N+]([O-])c1ccc(Cl)c(S(=O)(=O)/N=C(/c2ccccc2)N2CCOCC2)c1	-3	5	-19	-12	-1	2	0.0	-1	-4
5	c1csc(-c2nn[nH]n2)c1	5	14	-3	1	6	-5	0.1	6	-11
6	COc1ccccc1N1CCN(C(=O)C2C3C=CC4(CN(Cc5ccccc5Cl)C(=O)C24)O3)CC1 (configuration not stated)	20	-8	7	-4	-5	-2	13	8	-19
7	O=C(Cc1cccs1)N1CCN(S(=O)(=O)c2ccc(Br)cc2)CC1	13	-3	4	-8	-8	0	1.8	2	-12
8	COc1ccc(-n2c(=S)[nH]c3cc(C(=O)NCCCN4CCOCC4)ccc3c2=O)cc1OC	9	-9	6	-10	14	-5	0.6	2	-7
9	COc1ccc(NC(=O)c2cc(-c3ccccc3)on2)cc1OC	4	-5	5	-4	-1	-7	1.4	6	-11
10	COc1ccc(OC)c(C(=O)NC(CC(N)=O)c2ccc(N3CCN(c4ccccc4)CC3)c([N+](=O)[O-])c2)c1 (configuration not stated)	27	-11	21	-4	7	1	0.3	0	-11
11	COc1ccc(Cc2nnc(NS(=O)(=O)Cc3ccccc3)s2)cc1	-4	-5	2	0	-8	-14	0.4	11	-7
12	COc1cccc(C(C(=O)NC2CCCC2)N(Cc2cccnc2)C(=O)Cc2cccs2)c1 (configuration not stated)	-9	-12	-2	-2	11	-7	2.2	6	-9
13	Cc1cc(/C(N)=N/OC(=O)c2ccccc2Cl)no1	-5	-4	-30	-5	-13	2	0.3	4	-16
14	COc1cccc(Nc2c(F)c(F)c(F)c(F)c2C(=O)O)c1	20	-18	-5	-4	-4	-1	0.7	4	-10
15	COc1ccc(CNCCCO)cc1OC	-9	3	10	1	-30	-5	-0.1	2	-5
16	CCOC(=O)C1CCN(c2ncnc3c2cnn3C)CC1	2	-11	.	-3	-8	-1	2.1	.	-20
17	COc1ccc2oc(-c3ccco3)cc(=O)c2c1	-5	0	-7	-3	-11	-2	-0.5	4	0
18	COc1ccc(CNC(=O)Cn2ncn3cccc3c2=O)cc1	.	.	4	.	.	-3	.	2	-2
19	O=C(COC(=O)c1ccc(O)cc1O)Nc1ccc2ccccc2c1	-17	9	18	-3	18	-7	1.1	19	-1
20	CC1CN(CC(=O)Nc2cccc(C(=O)Nc3cccc(C(F)(F)F)c3)c2)CC(C)O1 (configuration not stated)	15	-4	13	1	3	-21	5.7	17	8
21	Cc1cc(C)cc(OCC(=O)OCC(=O)NC2CCCCCC2)c1	-2	-9	16	-6	-4	-4	-0.8	2	-9
22	CO/N=C/c1ccc(OC)c(Oc2nc(OC)cc(OC)n2)c1	25	-10	-1	-6	-7	-6	0.0	5	-10
23	Cc1ccc(CSc2nnc(Cn3c(=O)sc4ccccc43)n2C)cc1	9	7	-16	0	-2	2	0.3	0	-12
24	CCc1c(O)nc(SCC(=O)Nc2ccc(OC)cc2)n(C2CCCCC2)c1=O	7	3	0	-3	-9	-11	0.2	13	-3
25	COc1ccc(NC(=O)c2cc(S(=O)(=O)N3CCCC3)ccc2OC)cc1	-7	-2	4	-5	5	-6	0.2	1	-4
26	COc1ccc(S(N)(=O)=O)cc1C(=O)N1CCCC1	10	-4	5	-6	-7	1	1.8	0	-6
27	CN(C)C(=O)c1cc(C(=O)c2ccccc2)c[nH]1	7	-5	-5	-1	-9	-4	-0.2	3	2
28	COc1ccc(S(=O)(=O)N2CCCC2C(=O)Nn2cnnc2)cc1 (configuration not stated)	13	-8	3	-2	-14	-11	0.0	6	2
29	O=C(NNC(=O)c1cc(Br)ccc1O)c1csc(N2CCOCC2)n1	16	-17	.	-3	7	-11	1.0	.	-22
30	COc1cccc(CN(CC(=O)NCc2ccco2)C(=O)CNS(=O)(=O)c2ccccc2)c1	15	-14	8	-4	-3	-8	0.6	-1	-23

# An excerpt from above in order of the M1 ag value, largest number first.
item	SMILES	M1 ag
15	COc1ccc(CNCCCO)cc1OC	1
2	COc1ccc(NC(=O)CNS(=O)(=O)c2ccc(Cl)cc2)cc1	-2
13	Cc1cc(/C(N)=N/OC(=O)c2ccccc2Cl)no1	-5

# (listing goes on)
No.	structure	CHO-K1 Ca PAM	CHO-K1 Ca antag	TAAR1 antagonist	M1 ag	CHRM1 antagonist	OXTR potentiate	CHO-K1 Ca ag	TAAR1 agonist	CHO parental Ca
31	COc1ccc(/C=N/N2C(=O)C3C4C=CC(CC4)C3C2=O)c(OC)c1 (configuration not stated)	12	-7	-8	-7	-9	-16	-0.1	10	-6
32	CCc1ncc(C(O)c2ccc(Cl)cc2)n1Cc1ccccc1 (configuration not stated)	19	-17	-2	1	-12	.	6.7	6	.
33	C=CCOc1ccccc1CN1CCC(CO)(CCOc2ccccc2)CC1	13	-8	-20	-8	6	-7	3.0	6	-30
34	O=C(c1cccs1)N1CCN(c2nc3ccccc3s2)CC1	-17	4	9	9	3	-3	1.0	2	-12
35	CCN(C[C@H]1N[C@@](CC)(C(=O)OC)[C@H]2C(=O)N(C)C(=O)[C@@H]12)C(=O)c1ccc(F)cc1	20	-21	2	-1	-12	-1	0.4	0	-5
36	COC(=O)C1=C(C)N(CCCC(=O)O)C(=O)NC1c1ccc([N+](=O)[O-])cc1 (configuration not stated)	6	-8	-8	-4	-2	-5	0.4	9	-20
37	c1ccc(-n2ncc3c(N4CCN(c5ccccn5)CC4)nc(N4CCCCCC4)nc32)cc1	10	-6	10	-3	-7	-2	0.6	1	-9
38	CC(=NNC(=O)c1cc(C)oc1C)c1ccc(Br)s1	-17	10	1	-5	-4	-3	0.1	8	-11
39	Cc1ccc(S(=O)(=O)/C(C#N)=C/c2c(N3CCN(C)CC3)nc3ccccn3c2=O)cc1	9	-8	-15	-4	-32	-7	-0.4	3	-21
40	Cc1ccc(N(C(=O)CCC(=O)Nc2cc(C)on2)C(C(=O)NC2CCCC2)c2ccncc2)cc1 (configuration not stated)	-7	15	-29	-3	11	-2	-0.5	5	-21
41	O=C(Nc1ccc2c(c1)OCCO2)C1CCN(C(=O)c2ccc([N+](=O)[O-])cc2)CC1	3	13	1	-4	-2	-3	-0.2	8	10
42	CC1=C(C)CC(C(=O)NCCc2ccc(F)cc2)C(C(=O)O)C1 (configuration not stated)	-12	-5	45	-2	-6	-10	-0.5	73*	-7
43	CSc1ncccc1C(=O)NCC(=O)Nc1ccc(F)c(F)c1	-2	4	-7	-1	-9	2	1.7	0	-13
44	CC(NC(=O)c1cccnc1)C(c1cccs1)N1CCN(C)CC1 (configuration not stated)	6	5	12	-10	-6	-5	0.3	0	0
45	O=C(c1ccc(O)cc1)c1ccc(C(=O)c2ccc(O)cc2)cc1	-5	5	15	3	27	-9	7.8	31	8
46	CCC[C@H]1CN(c2ccc(OC)cc2)C(=O)[C@@H]1CC(=O)Nc1ccccc1	-1	1	-7	-3	-6	.	1.2	2	.
47	O=C(CSc1ccccc1)NC1=NCCS1	13	-6	-12	-5	-6	2	0.8	1	0
48	COc1ccc2ccccc2c1-c1csc(N)n1	-6	-11	3	-7	-11	6	0.4	1	-8
49	O=C(c1ccc2c(c1)OCO2)N1CCCC1	10	0	1	-3	-12	-15	0.6	7	-2
50	O=C(OCCOc1ccc(Br)cc1)c1ccc(Cl)nc1	24	-17	2	-5	5	-4	0.7	4	-14
51	CNc1nc2cccnc2s1	2	1	-14	-3	-8	-7	0.5	1	-20
52	N#C/C(=C(/O)COC(=O)Cc1c[nH]c2ccccc12)c1nc2ccccc2[nH]1	-3	16	26	-2	-3	-4	0.6	8	-10
53	CCOC(=O)N1CCN(CC(O)COc2cc(C)cc(C)c2)CC1 (configuration not stated)	-9	0	1	-8	-3	-3	0.0	1	-6
54	COc1ccc(N(C)S(=O)(=O)c2cccc(C(=O)Nc3ccc(OC)nc3)c2)cc1	.	.	62*	.	.	-12	.	18	1
55	CC(=O)NC1C(=O)N=C(SCc2ccccc2)NC1=O (configuration not stated)	10	-8	-10	-2	-6	-11	0.2	-1	14
56	COC(=O)c1[nH]c2ccc(C)cc2c1NC(=O)c1ccccc1[N+](=O)[O-]	28	-13	-3	-8	-19	-10	1.4	4	-15
57	CC(C)c1ccc(/C=N/Nc2cc(N3CCOCC3)nc(N3CCOCC3)n2)cc1	21	-7	-8	-2	7	-17	0.4	-4	-23
58	O=C(Oc1cccc(NC(=O)c2cccs2)c1)c1cccc(S(=O)(=O)N2CCCC2)c1	8	-1	25	-8	3	-13	5.6	13	-2
59	O=C(CSc1nc(O)c(C2CCCCC2)c(=O)[nH]1)NCC1CCCO1 (configuration not stated)	17	-8	2	-1	-8	6	-0.2	3	-8
60	O=C(NC(=O)c1ccccc1)OCC1CCCN2CCCCC12 (configuration not stated)	-13	3	-10	-11	-10	-5	0.1	2	-10

# Nos. 11–12 of the list above:
No.	structure	CHO-K1 Ca PAM	CHO-K1 Ca antag	TAAR1 antagonist	M1 ag	CHRM1 antagonist	OXTR potentiate	CHO-K1 Ca ag	TAAR1 agonist	CHO parental Ca
11	COc1ccc(Cc2nnc(NS(=O)(=O)Cc3ccccc3)s2)cc1	-4	-5	2	0	-8	-14	0.4	11	-7
12	COc1cccc(C(C(=O)NC2CCCC2)N(Cc2cccnc2)C(=O)Cc2cccs2)c1 (configuration not stated)	-9	-12	-2	-2	11	-7	2.2	6	-9

# The list goes on.
No.	structure	CHO-K1 Ca PAM	CHO-K1 Ca antag	TAAR1 antagonist	M1 ag	CHRM1 antagonist	OXTR potentiate	CHO-K1 Ca ag	TAAR1 agonist	CHO parental Ca
61	CC(=O)N1N=C(c2ccc(Br)cc2)OC1(C)CC(=O)Nc1ccccc1 (configuration not stated)	26	-13	-24	1	-11	4	0.2	-1	-30
62	O=C(CNC(=O)c1ccccc1)NC1(C(=O)NC2CCCCC2)CCCCC1	12	0	-13	-3	-8	-7	0.1	0	-2
63	O=C(O)C1C2CCCCC2=C2CCCCC2C1C(=O)Nc1nccs1 (configuration not stated)	13	-18	-10	-1	-19	.	0.9	3	.
64	CN(C)CCOc1ccc2c(c1)C(=O)C(=Cc1ncc([N+](=O)[O-])n1C)C2	-15	9	-10	-5	-1	.	0.3	1	.
